Screens: PubChem, several laboratories
AHR activator = activates the human aryl hydrocarbon receptor. AID 2796. activation, % at 5 µM. 320,000 compounds, 2.5% hits. AHR-responsive luciferase reporter cells, luminescence. P35869; in the data active means activation above about 47%;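 further: 0% = vehicle wells and 100% = reference agonist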
BCLXL inh = blocks human Bcl-xL binding to Bim BH3 peptide; Q07817; GST-Bcl-xL / FITC-Bim BH3 peptide fluorescence polarization; inhibition, % at 10.9 µM; 320,000 compounds, 0.7% hits;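 active means inhibition above the mean of all tested compounds plus 3 SD, cutoff set per campaign, cut at about 30% in these data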;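 further: 0% = DMSO wells and 100% = unlabeled Bim-BH3 peptide competitor; inhibitors lower millipolarization by displacing the labeled peptide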
MCL1-BIM inh = inhibitors of human MCL1 binding to BIM-BH3 peptide; GST-MCL1 / FITC-Bim-BH3 fluorescence polarization; 320,000 compounds, 0.68% hits; Q07820; inhibition, % at 10.9 µM;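 active means inhibition above the mean inhibition of all tested compounds plus 3 SD, set per campaign, cut at about 40% in these data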;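 further: 0% = DMSO wells and 100% = unlabeled Bim-BH3 peptide control; higher means more loss of mP so more displacement of Bim peptide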
pPAFAH FP inh = pPAFAH (human) enzyme inhibition. Q13093. recombinant pPAFAH, FP-rhodamine probe fluorescence polarization. inhibition, % at 3.39 µM. 330,000 compounds, 1.5% hits. AID 463082;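 active means inhibition above the mean inhibition across the screen plus 3 SD, cut at about 25% in these data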;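 further: inhibitors block binding of the rhodamine activity-based probe so polarization drops; 0% = enzyme with DMSO and 100% = wells lacking pPAFAH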
Target sequence (Q13093 whole entry, looked up): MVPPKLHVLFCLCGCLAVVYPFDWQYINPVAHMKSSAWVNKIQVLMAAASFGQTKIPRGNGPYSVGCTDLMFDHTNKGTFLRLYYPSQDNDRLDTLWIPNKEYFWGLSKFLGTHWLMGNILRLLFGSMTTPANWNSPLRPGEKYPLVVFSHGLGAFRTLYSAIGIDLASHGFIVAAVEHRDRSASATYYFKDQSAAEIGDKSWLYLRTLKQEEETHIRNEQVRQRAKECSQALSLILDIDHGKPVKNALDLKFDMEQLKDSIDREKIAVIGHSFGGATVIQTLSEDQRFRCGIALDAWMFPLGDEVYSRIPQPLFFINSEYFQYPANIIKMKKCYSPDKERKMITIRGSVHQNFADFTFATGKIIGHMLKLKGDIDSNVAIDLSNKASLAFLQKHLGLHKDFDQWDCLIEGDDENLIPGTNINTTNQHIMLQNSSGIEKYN
PME-1 inh = PME-1 (human) inhibition; recombinant PME-1, FP-Rh probe fluorescence polarization; inhibition, % at 5.9 µM; 320,000 compounds, 0.53% hits; AID 2130;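 active means inhibition above the campaign mean of all compounds plus 3 SD, cut at about 26% in these data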;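 further: competitive labeling of PME-1 active site by serine hydrolase directed probe; 0% = PME-1 with DMSO and 100% = wells lacking PME-1 enzyme; inhibitors block probe labeling so polarization falls and inhibition rises; many of its hits are not listed in these tables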
PAFAH1B2 inh = blocks human PAF acetylhydrolase 1b catalytic subunit 2. P68402. recombinant PAFAH1B2, FP-rhodamine activity probe, fluorescence polarization. inhibition, % at 3.39 µM. 340,000 compounds, 1.2% hits. AID 492953;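 active means inhibition above the mean of all tested compounds plus 3 SD, cut at about 24% in these data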;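 further: 0% = enzyme with DMSO and 100% = wells lacking PAFAH1B2; many of its hits are not listed in these tables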
Fam108B counter = Fam108B inhibition, counter-screen for RBBP9 inhibitors; AID 1947; inhibition, % at 9.51 µM; 300,000 compounds, 0.33% hits; recombinant Fam108B, FP-Rh probe fluorescence polarization;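 active means inhibition above the screen mean inhibition plus 3 SD, computed separately per campaign, cut at about 18% in these data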;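 further: inhibitors lower polarization as less probe binds the enzyme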
GLD-1 TGE inh = GLD-1-TGE RNA interaction inhibition (C. elegans); Q17339; 320,000 compounds, 0.44% hits; inhibition, % at 5.96 µM; purified GLD-1 + fluorescein TGE RNA, fluorescence polarization; AID 2280;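 active means percent inhibition above a per-plate cutoff, the plate mean of test compounds plus 3 SD, cut at about 30% in these data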;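 further: 0% = DMSO wells with GLD-1 and probe and 100% = wells lacking GLD-1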
MEX-5 binding = C. elegans MEX-5 TCR-2 RNA binding activity; MEX-5/FITC-TCR2 RNA binding, fluorescence polarization; stronger effect = lower value; activity score (negative = inhibition of binding), % at 10 µM; 300,000 compounds, 0.38% hits; AID 1832;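 active means inhibition past about -25% in most replicates, and total fluorescence under double the plate's negative control median, limit read from the data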;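 further: 0% = DMSO and -100% = 5 µM competing unlabeled TCR2 RNA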
Target sequence (Q9XUB2 whole entry, looked up): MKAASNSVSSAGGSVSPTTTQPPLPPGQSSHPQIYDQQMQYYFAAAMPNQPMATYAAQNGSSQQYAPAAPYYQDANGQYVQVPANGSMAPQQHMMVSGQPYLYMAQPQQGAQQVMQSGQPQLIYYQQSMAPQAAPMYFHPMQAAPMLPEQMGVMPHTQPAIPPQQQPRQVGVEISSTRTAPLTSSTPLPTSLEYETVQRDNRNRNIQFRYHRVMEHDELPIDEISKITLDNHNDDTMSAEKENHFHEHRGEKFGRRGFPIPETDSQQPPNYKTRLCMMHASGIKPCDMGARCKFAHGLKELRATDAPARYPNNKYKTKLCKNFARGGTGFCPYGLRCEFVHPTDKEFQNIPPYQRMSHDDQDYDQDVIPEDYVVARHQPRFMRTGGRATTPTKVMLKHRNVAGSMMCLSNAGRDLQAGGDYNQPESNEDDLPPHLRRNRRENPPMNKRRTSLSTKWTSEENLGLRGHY
An asterisk follows results filed as active; / = not tested or not shown. Some of the compounds tested; rates above refer to the full screens.

SMILES	AHR activator	BCLXL inh	MCL1-BIM inh	pPAFAH FP inh	PME-1 inh	PAFAH1B2 inh	Fam108B counter	GLD-1 TGE inh	MEX-5 binding
CC(C)Oc1ccc(C(=O)NC2CCSc3ccccc32)cc1 (stereo unspecified)	-1.1	-0.9	0.4	-1.4	-2.8	7.7	-2.8	-1.8	1.8
Cn1ncc([N+](=O)[O-])c1C(=O)Nc1ccc2c(c1)OCCO2	7.7	6.1	-4.0	0.1	0.5	-1.1	-2.2	-2.4	0.8
Cc1[nH]c2ccccc2c1-c1nc(N)sc1C	3.0	4.5	4.8	2.5	4.4	2.1	5.3	3.8	0.9
CCc1nnc(NC(=O)C2CCCCN2S(=O)(=O)c2ccccc2)s1 (stereo unspecified)	0.1	-7.0	-8.0	0.5	-5.1	5.7	0.8	-0.3	-0.1
O=C(CSc1oc(-c2ccco2)nc1S(=O)(=O)c1ccc(Cl)cc1)NCC1CCCO1 (stereo unspecified)	4.6	-6.7	4.6	4.0	4.3	2.0	1.0	2.2	1.6
COc1ccc(C2(c3ccc(OC)cc3)NC(=O)N(CC(=O)Nc3ccccc3)C2=O)cc1	2.5	-1.9	-8.1	1.4	2.5	4.6	-9.0	4.1	0.9
CCC(=O)N1CCN(C(C)=O)C1c1ccccc1 (stereo unspecified)	-2.2	2.6	-0.8	6.3	5.2	-2.1	-1.1	-6.2	1.2
CC1CCCC(NC(=O)CN(C)CC(=O)Nc2ccc(F)cc2)C1C (stereo unspecified)	3.4	-8.5	-8.5	0.2	2.8	7.8	/	1.5	/
CCOC(=O)C1=C(N)N(c2cc(S(=O)(=O)N3CCOCC3)ccc2Cl)C(=O)C1	1.3	4.3	3.8	-0.5	-5.2	0.4	-3.8	8.1	1.5
COc1cccc(C(C(=O)NC2CCCC2)N(C(=O)c2ccco2)c2ccccc2F)c1OC (stereo unspecified)	1.4	-0.7	4.1	1.4	3.7	-2.2	1.7	3.1	0.4
CCOc1ncccc1C(=O)NCc1ccc(OC)cc1	1.0	3.5	5.9	1.5	-2.0	-0.6	-2.0	-1.4	0.9
O=c1c2ccccc2nc2c3ccccc3c(NCc3ccco3)nn12	28.8	4.2	-1.6	2.5	1.9	-0.4	-0.5	0.3	-0.7
CCC(C)N(C(=O)c1csnn1)C(C(=O)NCc1ccc(F)cc1)c1ccco1 (stereo unspecified)	3.0	1.2	0.6	-2.2	1.2	8.9	0.8	-6.0	2.3
COCCOC(=O)C1=C(N)OC2=C(C(=O)CC(C)(C)C2)C1c1cccnc1 (stereo unspecified)	1.4	-1.8	0.1	6.2	-0.5	-0.1	-0.7	-6.9	1.1
COCCN(CC(=O)Nc1cccc(C)c1C)C(=O)c1cc2c(s1)CCC2	-1.3	-6.3	4.1	5.1	-6.2	-1.0	/	7.4	/
CCOC(=O)c1c(C)n(C)c2ccc(OCC(O)CN3CCN(C)CC3)cc12 (stereo unspecified)	3.9	2.6	-0.1	0.6	-0.9	-6.5	-2.7	2.4	-1.2
COC(=O)[C@H]1C[C@@H]1[C@H](NC(=O)c1cccnc1)c1ccccc1	0.7	6.1	7.3	1.4	1.6	2.4	-2.6	3.8	0.2
O=C(NCCC1=CCCCC1)C1CCC(=O)N(Cc2cccc(C(F)(F)F)c2)C1 (stereo unspecified)	2.3	6.0	3.2	3.7	7.3	7.2	-1.8	6.4	-1.1
Cc1cccc(C(=O)NC(C)c2ccc(-n3ccnc3)cc2)c1C (stereo unspecified)	43.6	2.9	3.4	-0.8	7.0	5.0	-1.2	0.4	0.0
CC(=O)NC(C)c1ccc(C(=O)CSc2nnc(C3CC3)n2C2CC2)cc1 (stereo unspecified)	0.3	1.8	3.6	0.8	5.2	2.1	/	-0.9	/
Cc1n[nH]c(=O)c2c(NC(=O)CSc3nc4ccccc4c(=O)n3-c3ccc(OC(F)F)cc3)oc(C)c12	3.8	2.5	5.1	8.4	-0.2	-0.5	1.9	-0.5	1.9
COC(=O)c1c(C(=O)OC)c(-c2ccc(Br)cc2)n2c1CS(=O)C2 (stereo unspecified)	3.1	4.1	10.1	1.6	-1.7	-0.6	4.8	4.3	2.4
Nc1nnc(SCC(=O)Nc2cc(F)ccc2F)s1	3.6	4.0	2.0	-0.2	-2.2	3.0	-0.3	6.4	-0.6
N#CC(c1ccc(Cl)cc1)c1nc2ccccc2nc1C(F)(F)F (stereo unspecified)	3.3	1.8	-1.3	2.7	0.0	3.4	-0.9	1.5	1.8
Cc1ccc(N2C(=O)N(CC(=O)Nc3cccc(C)c3C)C(=O)C2C)cc1 (stereo unspecified)	-0.6	0.4	-7.9	3.1	1.4	2.0	-1.7	-4.2	0.1
CC(OC(=O)CCc1ccccc1)C(=O)Nc1ncc(Cl)cc1Cl (stereo unspecified)	-3.9	-3.1	-3.2	2.6	1.9	3.7	0.5	0.7	0.6
CC(=O)c1ccc(NS(=O)(=O)c2ccc(CC(C)C)cc2)cc1	3.8	-1.9	-8.8	17.0	4.2	28.5*	-0.7	7.5	-0.7
Cc1ccccc1NC(=O)C1CC(=O)N(Cc2ccccc2)C1 (stereo unspecified)	2.4	3.0	0.2	3.1	-7.8	1.7	1.4	-2.0	3.6
CCOC(=O)c1cc2c(=O)n3ccccc3nc2n(Cc2ccco2)c1=NC(=O)c1ccc(OC)cc1	0.7	26.9	41.2*	5.4	-9.9	4.6	-3.2	9.8	-6.0
Clc1ccc(-c2ccccc2)nn1	-0.6	3.6	-0.1	6.3	-4.3	/	-3.9	5.4	4.1
COC(=O)[C@]1(Cc2ccccc2)N[C@H](CN(C)C(=O)c2ccccc2)[C@@H]2C(=O)N(C)C(=O)[C@@H]21	-0.8	/	/	1.2	/	5.8	/	4.2	/
Cc1cc(C)c(S(=O)(=O)N2CCN(S(=O)(=O)N3CCCCCC3)CC2)c(C)c1	-2.0	4.1	8.4	4.3	0.2	-2.0	7.0	6.8	0.8
CN(C)S(=O)(=O)c1ccc(C(=O)OCC(=O)NCc2ccco2)cc1	-0.3	5.4	-7.8	9.6	-8.7	9.8	0.0	2.5	1.5
O=C(NO)C1CC2C=CC1C2 (stereo unspecified)	1.2	-4.8	-9.8	4.5	7.3	3.6	1.3	4.6	-1.0
COc1ccc(C)cc1N(C(=O)c1snc(C(N)=O)c1N)C(C(=O)NC1CCCC1)c1ccc(F)cc1 (stereo unspecified)	1.9	4.7	6.7	-2.5	3.9	4.5	3.8	-0.7	-1.2
Cc1ccc(N(C(=O)Cn2nnc(-c3ccc(C)o3)n2)C(C(=O)NC2CCCC2)c2ccco2)cc1 (stereo unspecified)	-3.0	-2.8	-1.5	-8.6	-0.7	6.0	-0.4	-6.4	1.9
C=C(C)C(=O)Nc1cccc(C2=NOC3(C2)C[C@@H](C(N)=O)N(C(=O)/C=C/CC)C3)c1 (stereo partly specified)	1.0	-8.3	-22.8	4.2	-23.5	0.3	-6.0	4.1	-1.8
CC1=NC(C)Cc2ccccc21 (stereo unspecified)	8.0	3.4	3.2	6.1	-3.5	4.5	0.2	0.6	3.5
[N-]=[N+]=CC(=O)CNC(=O)[C@@H](Cc1ccccc1)N1C(=O)c2ccccc2C1=O	2.0	3.7	9.5	5.7	-3.5	3.0	-1.9	5.5	2.1
O=S(=O)(NCc1ccccc1)c1ccccc1Br	1.6	5.4	3.2	2.7	2.0	9.0	0.0	-6.2	0.0
C/C=C/c1cc(CN2CCN(c3ccc(OC)cc3)CC2)c(O)c(OC)c1	-2.4	0.8	1.1	1.6	-4.0	-2.5	5.1	-5.0	-1.9
Cc1ccc(C(=O)c2coc3ccc(O)c(CN4CCN(C)CC4)c23)cc1	-7.7	7.8	0.7	6.9	-0.8	5.7	3.2	-1.3	-2.1
O=S(=O)(c1ccccc1)n1ccc2cccnc21	-2.2	4.5	4.2	5.5	5.4	-0.6	0.8	6.0	1.3
CC(=O)C1=C(O)C(=O)N(c2ccccn2)C1c1ccc(C)cc1 (stereo unspecified)	5.4	4.3	3.5	4.5	-0.1	-1.2	-1.6	-4.6	3.5
CCOC(=O)c1ccccc1NC(=O)CSc1nncn1C	12.9	-1.2	0.3	2.3	5.9	-1.4	-0.8	-5.0	2.0
C/C(=C\c1cccc(Cl)c1Cl)C(=O)c1c(C)cc(C)[nH]c1=O	-0.4	2.3	1.7	3.0	7.0	-3.4	-2.2	5.3	-0.9
COCCCNC(=O)Cc1ccccc1OC	-0.9	2.2	1.5	4.9	-1.8	-6.5	-0.2	4.6	-1.3
O=C1[C@@H]2Cc3c([nH]c4ccccc34)C(c3ccc(Cl)cc3)N2C(=O)CN1CCO (stereo partly specified)	9.9	-0.1	-0.1	-0.2	-7.0	-0.9	1.1	-0.2	-0.2
O=C(OC1CCCCC1=O)c1cccc(S(=O)(=O)NCc2ccccc2)c1 (stereo unspecified)	0.1	-0.1	4.3	3.2	3.1	13.2	1.3	-4.0	0.3
O=[N+]([O-])c1cc(S(=O)(=O)N2CCCC2)ccc1OCCOc1ccccc1	-1.1	0.2	2.7	1.6	6.9	8.3	/	-3.6	/
CCOc1ccc(NC(=O)c2ccc3c(c2)OCCO3)cc1S(=O)(=O)N(CC)CC	1.9	4.7	1.0	3.1	-3.7	-2.7	/	1.1	/
COc1ccc(NC(=O)c2cc3ccccn3n2)cc1	0.4	2.8	-5.5	1.2	1.0	1.6	-0.1	-0.1	-0.7
O=C(CSC1CC(=O)N(CCc2ccccc2)C1=O)Nc1cccc(Cl)c1 (stereo unspecified)	-0.6	8.7	10.4	1.1	0.6	3.5	3.4	3.7	-1.3
Cc1ccc(C(=O)Nc2ccccc2C(=O)NCc2ccco2)cc1	2.0	/	/	1.1	/	0.6	/	6.9	/
COc1ccc(OC(C)C(=O)NC2CCCCCCC2)cc1 (stereo unspecified)	1.4	7.8	5.3	2.6	-5.5	-1.3	-1.3	1.3	-1.6
CCOC(=O)C(C(=O)NCc1ccc(F)cc1)c1ncc(C(F)(F)F)cc1Cl (stereo unspecified)	0.2	4.0	1.8	3.0	1.2	-2.0	-1.4	-0.3	-1.4
CC1(C)C(C=C(Cl)Cl)C1C(=O)OCc1cccc(Oc2ccccc2)c1 (stereo unspecified)	-0.6	5.4	-2.9	2.8	0.1	-2.4	-1.4	0.2	/
CN(CC(=O)Nc1cccc(F)c1)C(=O)c1cccc2ccccc12	2.2	-1.8	-2.8	-0.3	-0.9	3.9	/	4.3	/
CC(=O)Nc1cccc(NC(=O)CS(=O)(=O)c2cn(CC(=O)N3CCCC3)c3ccccc23)c1	-0.5	-2.5	-1.4	5.9	-5.9	2.9	-3.5	6.5	0.6

3 records picked at random from those above:
SMILES	AHR activator	BCLXL inh	MCL1-BIM inh	pPAFAH FP inh	PME-1 inh	PAFAH1B2 inh	Fam108B counter	GLD-1 TGE inh	MEX-5 binding
C/C=C/c1cc(CN2CCN(c3ccc(OC)cc3)CC2)c(O)c(OC)c1	-2.4	0.8	1.1	1.6	-4.0	-2.5	5.1	-5.0	-1.9
CC1(C)C(C=C(Cl)Cl)C1C(=O)OCc1cccc(Oc2ccccc2)c1 (stereo unspecified)	-0.6	5.4	-2.9	2.8	0.1	-2.4	-1.4	0.2	/
CCOC(=O)C1=C(N)N(c2cc(S(=O)(=O)N3CCOCC3)ccc2Cl)C(=O)C1	1.3	4.3	3.8	-0.5	-5.2	0.4	-3.8	8.1	1.5
